# Compound activity from PubChem BioAssay.
# mABHD4 FP: ABHD4 (mouse) inhibition, primary FP screen; Q8VD66; purified mABHD4, FP-Rh probe fluorescence polarization; inhibition, % at 8.92 µM; 0.54% of 370,000 active; AID 720543;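 active means inhibition exceeding the mean over every tested compound plus 3 SD, cut at about 30% in these data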;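 further: 0% = plate median of compound wells and 100% = S159A mutant with DMSO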
#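 Test system: mABHD4 protein | Buffer or medium: HEPES pH 7.0 buffer, 150 mM NaCl, 0.01% Pluronic F-127 | Probe or stimulus: FP-Rh fluorescent activity-based probe, added after compound pre-incubation | Timing: Pre-incubation 45 min, probe exposure 60 min, at 25 °C | Technique: Fluorescence polarization, excitation 525 nm, emission 598 nm, BODIPY TMR filters | Repeats: Single well per compound (singlicate)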
# TCR-CD3 inh: blocks the human TCR-CD3 interaction; TAMRA-labeled TCR probe fluorescence, biochemical; inhibition, % at 9.4 µM; 0.37% of 360,000 active; in the data active means inhibition above about 19%;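 further: recombinant mutant TCR 2C K166C tagged with TAMRA read by polarization; 0% = receptor in buffer alone and 100% = receptor with positive control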
# MBD2 inh: blocks human MBD2 binding to methylated DNA; Q9UBB5; TR-FRET, MBD2 binding to methylated oligonucleotide; inhibition, % at 4.4 µM; 0.31% of 370,000 active; AID 686964; in the data active means inhibition above about 13%
# Target sequence (Q9UBB5 whole entry, looked up): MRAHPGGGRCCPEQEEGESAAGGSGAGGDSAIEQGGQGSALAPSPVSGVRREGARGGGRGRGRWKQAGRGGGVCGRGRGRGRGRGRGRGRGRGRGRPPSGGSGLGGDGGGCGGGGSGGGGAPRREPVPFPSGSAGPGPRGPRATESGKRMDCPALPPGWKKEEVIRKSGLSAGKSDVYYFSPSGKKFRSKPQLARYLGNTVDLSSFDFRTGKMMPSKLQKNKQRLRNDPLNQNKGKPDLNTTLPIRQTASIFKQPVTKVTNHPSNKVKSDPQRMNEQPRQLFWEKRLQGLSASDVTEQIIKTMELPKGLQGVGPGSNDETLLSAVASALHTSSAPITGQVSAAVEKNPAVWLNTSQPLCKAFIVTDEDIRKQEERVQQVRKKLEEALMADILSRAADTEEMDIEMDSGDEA
# PRMT1 FP inh: blocks human protein arginine methyltransferase 1; 1.3% of 370,000 active; Q99873; inhibition, % at 2.79 µM; AID 652257; recombinant PRMT1, activity-based probe fluorescence polarization;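 active means inhibition above about 21% made by adding two undisclosed values, limit read from the data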
# NR1D1 modulator: Rev-erb alpha (human) modulation; P20393; Rev-erbα–FITC-DNA binding, fluorescence polarization, 90 min; activity, % at 10 µM; 0.79% of 370,000 active; AID 1259318;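 active means activity above about 14%, limit read from the data; passing the limit was not always enough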;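 further: 0% = DMSO wells with 35 nM protein and 100% = DMSO wells with 750 nM protein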
# Target sequence (P20393 whole entry, looked up): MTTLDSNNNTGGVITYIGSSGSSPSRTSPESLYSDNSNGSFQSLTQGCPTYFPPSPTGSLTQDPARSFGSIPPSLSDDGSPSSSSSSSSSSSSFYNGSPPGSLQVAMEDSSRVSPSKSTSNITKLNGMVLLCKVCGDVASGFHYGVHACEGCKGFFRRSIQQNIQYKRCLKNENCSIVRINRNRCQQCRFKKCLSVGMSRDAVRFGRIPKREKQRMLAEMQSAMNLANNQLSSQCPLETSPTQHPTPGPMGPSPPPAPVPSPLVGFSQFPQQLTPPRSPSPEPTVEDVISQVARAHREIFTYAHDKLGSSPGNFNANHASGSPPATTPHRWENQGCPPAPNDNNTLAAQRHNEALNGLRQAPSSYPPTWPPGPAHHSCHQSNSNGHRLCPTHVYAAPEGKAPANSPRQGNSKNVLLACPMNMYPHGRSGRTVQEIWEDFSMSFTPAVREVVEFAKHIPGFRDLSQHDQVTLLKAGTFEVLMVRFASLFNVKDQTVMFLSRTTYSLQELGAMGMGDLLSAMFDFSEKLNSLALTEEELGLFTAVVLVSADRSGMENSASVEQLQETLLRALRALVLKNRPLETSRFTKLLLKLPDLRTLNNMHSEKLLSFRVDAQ
# PG9 Ab binder: small molecules binding HIV-1 gp120 antibody PG9 | TR-FRET gp120-PG9 antibody binding | inhibition, % at 6.7 µM | 0.43% of 360,000 active | AID 624416; in the data active means inhibition above about 8.5%
# rCAG RNA binder: r(CAG) repeat RNA binding. 1.3% of 370,000 active. TO-PRO-1 dye displacement fluorescence. inhibition, % at 3 µM;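 active means inhibition above the plate cutoff, the mean of all test compounds on that plate plus 3 SD, cut at about 35% in these data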;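 further: 0% = DMSO alone and 100% = 100 µM mitoxantrone as full dye displacement; higher means more dye released from RNA so lower well fluorescence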
# HTRA1 inh: HTRA1 (human) protease inhibition. recombinant HTRA1, FP-rhodamine activity-based probe, fluorescence polarization. 0.5% of 340,000 active. inhibition, % at 5.96 µM. Q92743; in the data active means inhibition above about 36%;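 further: 0% = enzyme with DMSO and 100% = wells lacking enzyme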
# UHRF1 binding: human UHRF1 methylated DNA binding inhibitors | Q96T88 | UHRF1 binding to methylated oligo, TR-FRET | inhibition, % at 4.4 µM | 0.75% of 370,000 active; in the data active means inhibition above about 21%;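 further: UHRF1 SRA domain binding a hemimethylated CpG hairpin DNA probe; 0% = median of test compound wells and 100% = reference inhibitor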
# LEDGF integ inh: blocks HIV-1 LEDGF/p75-dependent DNA integration; TR-FRET IN-LEDGF/p75 DNA integration, Eu/Cy5; inhibition, % at 3.7 µM; 0.64% of 370,000 active; AID 743269;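 active means inhibition above the screen-wide mean plus 3 SD, cut at about 13% in these data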;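 further: signal is the Cy5 over europium emission ratio at 671 and 618 nm; 0% = plate median of compound wells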
# Active calls of the source: *; / = no result given.
SMILES,mABHD4 FP,TCR-CD3 inh,MBD2 inh,PRMT1 FP inh,NR1D1 modulator,PG9 Ab binder,rCAG RNA binder,HTRA1 inh,UHRF1 binding,LEDGF integ inh
CC1(C)CC(=O)C(N=Nc2ccc(Br)cc2)=C(O)C1,-7,0,3,1,1,-3.0,1,/,3,0
COc1ccc(CC(=O)NCC(=O)N/N=C/c2sccc2C)cc1,-4,4,-3,-3,-1,-1.5,5,-6,-1,1
CCOc1ccccc1N(C(=O)CNC(=O)c1ccco1)C(C(=O)NC1CCCC1)c1ccncc1 (stereo not drawn),-4,-2,4,2,0,-1.0,-1,1,5,-3
COCCNS(=O)(=O)c1cc(C)c(C)cc1C,4,-9,-2,2,-2,1.4,2,4,1,-3
COc1ccc(NC(=O)c2nc[nH]c2C(=O)N(C)CCO)cc1,-2,6,3,-6,-5,0.3,2,-1,0,1
COc1ccc(NC(=O)CCC(=O)Nc2nnc(CC(C)C)s2)cc1Cl,2,6,2,-1,3,-0.9,1,1,0,-4
Cc1cc2oc(=O)cc(CN3CCOCC3)c2cc1Cl,-4,0,-7,3,2,-1.2,3,1,0,3
COc1ccc2cc(C(=O)NC3CCCCC3)c(=O)oc2c1,5,7,-1,-2,42*,-2.0,-1,2,0,0
CCc1nc(N2CCN(S(C)(=O)=O)CC2)c2c3c(sc2n1)CCCC3,0,2,1,1,7,-0.1,-6,-10,-1,3
O=C(CCCN1C(=O)CCC1=O)Nc1ccc(Br)cc1F,-2,0,-2,-2,-1,-0.8,-1,-7,-3,-4
COc1ccc2cc(N3CCCC3=O)ccc2c1,7,3,3,2,0,-1.1,2,-2,0,1
CC(C)c1nnc(NC(=O)CCC(=O)N2CCN(c3ccccc3F)CC2)s1,-5,-10,7,5,-3,-0.9,-3,-3,4,-4

# 4 of the entries above in order of the NR1D1 modulator value, descending:
SMILES	mABHD4 FP	TCR-CD3 inh	MBD2 inh	PRMT1 FP inh	NR1D1 modulator	PG9 Ab binder	HTRA1 inh	UHRF1 binding	LEDGF integ inh
COc1ccc2cc(C(=O)NC3CCCCC3)c(=O)oc2c1	5	7	-1	-2	42*	-2.0	2	0	0
Cc1cc2oc(=O)cc(CN3CCOCC3)c2cc1Cl	-4	0	-7	3	2	-1.2	1	0	3
COc1ccc2cc(N3CCCC3=O)ccc2c1	7	3	3	2	0	-1.1	-2	0	1
COCCNS(=O)(=O)c1cc(C)c(C)cc1C	4	-9	-2	2	-2	1.4	4	1	-3

# (more compounds)
SMILES,mABHD4 FP,TCR-CD3 inh,MBD2 inh,PRMT1 FP inh,NR1D1 modulator,PG9 Ab binder,rCAG RNA binder,HTRA1 inh,UHRF1 binding,LEDGF integ inh
COc1cc(C=O)ccc1OCCOCCOc1c(C)cc(Cl)cc1Cl,-29,-3,2,-1,3,-2.2,-3,-44,7,2
OCCC1CN(Cc2nc3c(s2)CCCC3)CCN1CCc1ccccc1 (stereo not drawn),-1,2,0,0,5,-0.8,-3,3,-1,1
O=C(N/N=C/c1cccc(O)c1)C(=O)N1CCCCCC1,-9,-4,-4,-9,-2,-2.3,0,-4,1,4
COc1ccccc1C(C[N+](=O)[O-])c1c[nH]c2ccccc12 (stereo not drawn),-14,-4,5,5,-3,-0.2,2,-16,0,-2
COc1ccc(C(=O)N2CCC2(C)C(=O)NC(C)C)cc1OC (stereo not drawn),3,5,-5,1,-8,0.5,0,/,-5,0
CC(C)Cc1cc(C(=O)N2CCCC(C(=O)c3cc(F)ccc3F)C2)no1 (stereo not drawn),-1,-4,-8,5,0,1.8,-9,-5,3,-2
CCN(CC)C(=O)OCc1c(-c2cccc(OC)c2)ncc2ccccc12,-12,-5,1,3,-2,1.4,0,-22,2,0
O=[N+]([O-])c1nccn1CC(O)CCN1CCOCC1 (stereo not drawn),10,-2,1,3,-6,-1.1,1,/,-2,-2
S=C(NCCN1CCOCC1)Nc1ccc(Cl)cc1Cl,-13,-4,2,1,1,1.4,-1,-8,4,-2
CC(Sc1ncnc2ccccc12)C(=O)Nc1ccc2c(c1)OCO2 (stereo not drawn),-12,3,-3,-3,7,-1.1,11,-2,-4,-2
COc1ccc(C(=O)C(CCCCC(CN(C)C)C(=O)c2ccc(OC)cc2)CN(C)C)cc1 (stereo not drawn),9,4,-6,-1,-2,0.5,0,-2,2,-5
CC(OC(=O)CCCC(=O)Nc1ccc(F)cc1)C(=O)c1ccccc1 (stereo not drawn),1,-6,1,2,-2,0.3,-1,-8,3,-6
COc1ccc(/C(O)=C2/C(=O)C(=O)N(CCN3CCOCC3)C2c2ccc(C)cc2)cc1 (stereo not drawn),0,8,-2,1,2,6.2,4,3,-3,-7
Cc1cc(C)c2c(CN3CC(C)OC(C)C3)cc(=O)oc2c1C (stereo not drawn),3,-10,0,6,-1,1.9,-1,-5,2,-6
CC(=O)c1ccc(N2CCN(S(=O)(=O)c3ccc4c(c3)NC(=O)CO4)CC2)cc1,-3,-1,5,1,38*,22*,1,1,5,0
CC(C)CN=c1cc(-c2ccccc2)oc2ccc(Cl)cc12,1,6,0,-4,-1,1.0,13,-12,-13,0
CCOC(=O)CSc1nc2cc(C(F)(F)F)cnc2n1C,1,5,-4,1,0,-2.6,0,-1,2,1
O=C(Nc1ccccc1C(=O)NCc1ccccc1)C1=CSCCO1,-8,6,2,-3,6,-2.1,1,-3,-2,-1
CCOc1ccc(C(=O)Nc2ccc(-c3nc4ccccc4[nH]3)cc2)cc1[N+](=O)[O-],-5,4,3,-2,-26,-1.4,11,3,-3,-4
Cc1cccc(NS(=O)(=O)c2ccc3[nH]c(=O)[nH]c3c2)c1C,0,-6,0,-1,0,-0.8,-1,-5,-3,-4
CC(C)(C)n1nnnc1SCC(=O)Nc1nn(-c2ccccc2)nc1C(N)=O,0,1,1,3,-6,-0.3,-5,4,3,-1
CCN(c1ccccc1)S(=O)(=O)c1ccc(Cl)nc1,-3,5,-3,-3,-1,-1.6,-3,0,-1,2
Cn1cc(Br)c(C(=O)NC(=S)N2CCN(c3ccccn3)CC2)n1,1,4,8,-2,4,0.7,-2,-9,3,-1
Cc1noc(C)c1C(=O)OC(C)C(=O)c1c[nH]c2ccccc12 (stereo not drawn),1,-5,-2,2,1,0.8,3,-4,1,-2
COc1cc(OC)c(N(C)S(=O)(=O)c2cccc(C(=O)OCC(=O)N3CCOCC3)c2)cc1Cl,0,-4,1,-2,3,-0.4,5,0,1,1
O=C(c1coc2ccccc2c1=O)N1CCN(c2cccc(C(F)(F)F)c2)CC1,2,5,0,-2,2,0.3,-7,-10,-3,0
CS(=O)(=O)N1CCN(C(=O)Cc2ccccc2Cl)CC1,0,4,0,0,2,-1.2,-3,5,1,3
COc1ccc(/C=N/N2C(=O)CN(C(=O)c3ccccc3)C2c2ccc(OC)cc2)cc1 (stereo not drawn),-4,-7,-2,2,-5,-1.6,3,/,-4,0
Cc1ccc(CS(=O)(=O)c2ccc(C(=O)N3CCN(c4ccccn4)CC3)cc2[N+](=O)[O-])cc1,-5,7,2,-4,-11,1.1,0,-2,0,1
FC(F)(F)c1nnc2ccc(NCn3nnc4ccccc43)nn12,-4,3,-1,-1,-9,0.4,-2,2,8,-1
COCc1nnc(NC(=O)c2c(-c3c(Cl)cccc3Cl)noc2C)s1,-2,4,-2,-3,1,0.6,1,2,1,2
Cc1cc(C)n(C(=O)CN2C(=O)c3ccccc3C2=O)n1,-2,-1,3,-1,-1,-0.1,-1,-4,-2,1
COc1cc(OC)c(OC)cc1C=Cc1ccc2ccccc2n1,21,-1,-7,19,-5,0.5,6,2,-2,-3
CCS(=O)(=O)c1nc(S(=O)(=O)c2ccc(C)cc2)c(NCCN2CCOCC2)s1,4,6,-3,0,0,-0.6,1,2,-3,-2
CC(C)(C)OC(=O)N1CCN(C(=O)c2nc[nH]c2C(=O)N2CCN(C(=O)OC(C)(C)C)CC2)CC1,8,3,1,-1,-2,0.4,-7,-3,0,2
Cc1cc(C)n2nc(C(=O)OCC(=O)NCc3ccc(F)cc3)nc2n1,3,-4,2,1,0,0.4,0,6,-3,-2
Cc1ccc2c(c1)c1ncn(CCC3=CCCCC3)c(=O)c1n2C,3,-3,-2,-4,-1,-0.2,0,-2,-1,1
N=C(N)SCC1=CCS(=O)(=O)C1,4,3,-6,4,-3,-2.4,1,5,-1,5
COc1cc(OC)c(C(=O)NCc2cccnc2)cc1OC,-3,-4,1,4,-9,1.9,0,5,1,1
CCn1c(COc2cccc(OC)c2)nnc1SCC(=O)NC1CCCC1,4,-2,1,-1,-3,-1.8,-2,6,-1,3
CCOCCCn1c(=NC(C)=O)c(C#N)cc2c(=O)n3ccccc3nc21,4,-5,-3,7,-18,0.4,-4,-2,-4,-6
O=C(NCCc1ccccc1)c1ccc(Cl)nc1,1,-1,3,0,4,0.6,-3,-2,2,0
CN(Cc1ccco1)C(=O)Cn1c(=O)oc2cc(S(=O)(=O)NCc3ccccc3)ccc21,-8,7,0,-7,-6,-2.6,6,-1,0,2
COc1cccc(-c2c(C(=O)N/N=C(\C)c3ccc(Cl)s3)nnn2-c2nonc2N)c1,6,-2,1,-2,-4,-2.8,4,-15,-2,0
Cc1cccc(N2CCN(C(=O)C3CCN(c4nnc(-n5cccc5)s4)CC3)CC2C)c1 (stereo not drawn),-2,6,-2,2,-5,1.1,-2,-9,4,0
CC(=O)CCS(=O)(=O)c1ccc(C)c(C)c1,-9,-5,7,9,0,0.0,4,2,-1,-3
CC(=O)Nc1cc2c(cc1Br)-c1ccccc1C2,0,3,0,-3,1,-3.9,2,0,-2,-1
Cn1cc(Cl)c(C(=O)Nc2nc3ccc(Cl)cc3s2)n1,-2,-4,3,0,83*,8.3,2,-6,-1,-2
CN(C(=S)NC(=O)c1ccc(F)cc1)C1CCCCC1,-3,-10,2,1,-5,-0.9,-4,-3,0,4
Cc1ccc(-c2ccc(CN3C(C)C(=O)N(Cc4cn(Cc5ccco5)nn4)CCS3(=O)=O)cc2)c(C)c1 (stereo not drawn),-16,-6,2,2,-2,-0.8,10,/,-1,1
Cc1cccc(N2CC(C(=O)NCc3ccco3)CC2=O)c1C (stereo not drawn),3,7,4,-1,2,0.2,8,2,-1,3
COc1ccc(N2C(=O)C3C(C2=O)C2C=CC3C23CC3)c([N+](=O)[O-])c1 (stereo not drawn),-1,9,3,0,2,-2.2,-4,1,11,1
Cn1c(Cn2c(=O)sc3ccccc32)nnc1SCC(=O)N1CCCc2ccccc21,-5,15,-1,0,1,-2.9,-3,-4,-3,1
CN(C)C(=O)CSc1nnc(NC(=O)CCc2ccccc2)s1,-4,-1,1,-2,-2,-0.3,-7,-5,2,-3
Cc1nc(-c2ccc(S(=O)(=O)Oc3ccccc3Cl)s2)cs1,-8,0,-1,-3,1,-5.2,1,-11,0,2
O=C(Nc1cccnc1)c1ccc(Cl)c(Cl)c1,-1,4,-6,-3,1,-0.4,3,1,1,-2
CC1=C(C(=O)N2CCOCC2)CC(CC(=O)NCc2cccs2)C(=O)N1Cc1ccc(C(C)(C)C)cc1 (stereo not drawn),3,4,-1,2,3,-0.8,3,0,-1,1
C=CCn1c(N)c(C(=O)NCCC2=CCCCC2)sc1=S,4,-7,1,15,2,1.2,-3,-1,4,19*

# Structures above printed as active in LEDGF integ inh.
molecule	mABHD4 FP	TCR-CD3 inh	MBD2 inh	PRMT1 FP inh	NR1D1 modulator	PG9 Ab binder	HTRA1 inh	UHRF1 binding	LEDGF integ inh
C=CCn1c(N)c(C(=O)NCCC2=CCCCC2)sc1=S	4	-7	1	15	2	1.2	-1	4	19*

# A portion of the library. The share of hits here may be higher or lower than overall.
